TexasRed fluor – Texas Red fluorescence interference in TRb-SRC2 counter-screen; TRb/SRC2 Texas Red total fluorescence interference; Potency, µM (doses to about 106 µM), for the others: at the top dose fluorescence change, negative = quenching; actives 0.29% (n = 280,000); active = well fitted curve in either direction with a large enough effect; inconclusive = small, poorly fitted or top-dose-only effect
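Human TRb ligand-binding domain at 0.6 uM with 20 nM Texas Red SRC2 peptide in Tris buffer containing 1 uM T3 and 5% DMSO, incubated with compound 5 h at ambient temperature. Total fluorescence (555/632 nm) calculated as parallel + 2 × perpendicular.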
L3MBTL1 block – L3MBTL1 (human) inhibition; actives 0.66% (n = 230,000); Q9Y468; AlphaScreen L3MBTL1–H3K9me1 peptide binding; Potency, µM (doses to about 57.1 µM), without a hit: top-dose activity, negative = inhibition, usual class: inhibitors; note: nearly all actives have a fitted effect of over 60% in size
Target sequence (Q9Y468 whole entry, looked up): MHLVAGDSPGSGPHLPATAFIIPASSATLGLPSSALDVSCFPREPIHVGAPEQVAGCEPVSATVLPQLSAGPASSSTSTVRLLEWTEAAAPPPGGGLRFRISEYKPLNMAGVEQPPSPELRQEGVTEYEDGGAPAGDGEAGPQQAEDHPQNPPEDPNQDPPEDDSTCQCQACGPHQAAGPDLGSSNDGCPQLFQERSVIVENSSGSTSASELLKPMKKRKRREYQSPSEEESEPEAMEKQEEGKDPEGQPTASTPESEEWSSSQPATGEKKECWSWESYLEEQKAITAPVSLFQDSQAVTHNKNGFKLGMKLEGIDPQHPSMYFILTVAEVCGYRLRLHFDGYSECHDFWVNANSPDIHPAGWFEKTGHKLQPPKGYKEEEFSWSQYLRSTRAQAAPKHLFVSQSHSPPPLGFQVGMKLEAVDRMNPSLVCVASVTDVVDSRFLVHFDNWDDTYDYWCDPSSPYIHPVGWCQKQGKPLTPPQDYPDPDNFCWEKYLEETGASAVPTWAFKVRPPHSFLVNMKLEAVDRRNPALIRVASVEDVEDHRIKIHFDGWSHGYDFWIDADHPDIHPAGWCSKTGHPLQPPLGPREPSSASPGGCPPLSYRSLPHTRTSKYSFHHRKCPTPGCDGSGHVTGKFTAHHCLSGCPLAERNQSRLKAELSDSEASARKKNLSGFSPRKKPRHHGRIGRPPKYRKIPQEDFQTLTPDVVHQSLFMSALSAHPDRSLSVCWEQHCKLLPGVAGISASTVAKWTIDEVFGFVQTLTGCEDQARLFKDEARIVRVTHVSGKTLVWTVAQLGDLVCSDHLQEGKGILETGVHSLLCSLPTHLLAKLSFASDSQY
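Displacement of a biotinylated histone H3(1-15) peptide monomethylated at Lys9 (75 nM) from L3MBTL1 (50 nM) was measured by AlphaScreen after a 30 min room-temperature compound incubation; cefsulodin titration served as intraplate control.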
ALDH1A1 inh – ALDH1A1 (human) enzyme inhibition | actives 7.3% (n = 220,000) | P00352 | AID 1030 | Purified ALDH1A1, NADH fluorescence, propionaldehyde substrate | Potency, µM (top dose mostly 75.3 µM), for inactives: at the top dose activity, negative = inhibition, most hits filed as inhibitors; active = well fitted inhibition curve with a large enough effect, not every such curve was filed as active; inconclusive = small, poorly fitted or top-dose-only effect, or another doubt; inactive = no such curve, though single readings can be large or run the other way;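 note: plate controls were no enzyme wells and a reference inhibitor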
Tau fibril FP – inhibitors of human tau fibril formation; Potency, µM (doses to about 57.7 µM), for inactives: at the highest dose activity, negative = inhibition, actives largely listed as inhibitors; actives 0.39% (n = 280,000); K18 P301L tau heparin fibrillization, Alexa594 FP, 6 h; P10636; AID 1468; note: nearly all actives have a fitted effect of over 55% in size
Target sequence (P10636 561-689 P618L limits assumed): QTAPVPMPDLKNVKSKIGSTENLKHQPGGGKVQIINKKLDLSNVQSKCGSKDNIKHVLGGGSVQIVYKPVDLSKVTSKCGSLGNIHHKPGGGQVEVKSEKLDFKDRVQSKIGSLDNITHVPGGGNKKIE
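Human tau K18 […] P301L fragment, 15 uM unlabeled plus 0.24 uM Alexa 594-labeled tau (final), with compound and 20 uM heparin in 100 mM sodium acetate pH 7; 6 hr at 37 C, then Alexa 594 FP read.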
TRb-SRC2 inh – TRbeta-SRC2 interaction inhibition; TRbeta-SRC2 peptide binding, fluorescence polarization; receptor liganded with 1 µM T3; Potency, µM (titrated, usually from 106 µM), for the others: at the highest dose activity change, negative = inhibition, actives largely listed as inhibitors; actives 0.065% (n = 280,000); AID 1469;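 note: plate controls were bound peptide for no effect and peptide without receptor for full effect; nearly all actives have a fitted effect of over 50% in size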
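Compounds were added to 0.6 uM TRb ligand-binding domain and 20 nM Texas Red-labeled SRC2 peptide in Tris buffer containing 1 uM T3, incubated 5 hr at ambient temperature, then read by fluorescence polarization.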
Tau ThT inhib – inhibitors of human tau fibril formation, thioflavin T binding; P10636; recombinant tau K18 P301L, heparin-induced fibrillization, ThT fluorescence; Potency, µM (series often up to 57.4 µM), inactives show at the highest dose activity, negative = inhibition, most hits filed as inhibitors; actives 2.1% (n = 270,000); AID 1460; note: nearly all actives have a fitted effect of over 55% in size
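Using a mix of unlabeled (15 uM) and Alexa 594-labeled (0.24 uM) tau K18 P301L, heparin-triggered fibrillization over 6 hr at 37 C was scored by ThT fluorescence.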
Tau fluor counter – counter-screen for tau fibril formation inhibitors. tau K18 P301L (four-repeat tau fragment) Alexa594 fluorescence, heparin fibrillization. Potency, µM (doses to about 57.7 µM), for inactives: at the top dose activity change, negative = decrease. actives 0.93% (n = 280,000). AID 1463; note: nearly all actives have a fitted effect of over 55% in size
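Human K18 P301L tau (15 uM unlabeled plus 0.24 uM Alexa 594-labeled, final) in 100 mM sodium acetate pH 7 was mixed with compound and 20 uM heparin and incubated 6 hr at 37 C.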
GLA spleen mod – inhibits or activates alpha-galactosidase in human spleen homogenate. P06280. human spleen homogenate, 4MU-alpha-Gal fluorescence, 40 min. Potency, µM (doses to about 80 µM), for inactives: at the top dose activity change, negative = inhibition, most hits filed as inhibitors. actives 0.008% (n = 240,000). AID 2107;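 note: 0% = enzyme with vehicle and -100% = no enzyme basal signal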
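Fluorogenic readout (Ex 365/Em 440 nm) of 4-methylumbelliferone released from 1 mM 4-MU-alpha-galactoside by spleen homogenate, 40 min at 37C, pH 5.0. Data normalized to no-enzyme and enzyme controls; Hill-equation AC50 from compound titrations.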
The depositor's hits bear a star; ? = inconclusive; . = no result given; [ ] = dose if it differs, or a comment. Unless noted, calls come from the whole dose curve; as a rule, active = well fitted curve in the direction sought with a large enough effect; inconclusive = small, poorly fitted or top-dose-only effect, or another doubt; inactive = no such curve, though single readings can be large; an effect the other way counts as inactive or inconclusive. Unless noted, % is set by controls: 0 for no effect and ±100 for the full control effect; potency is the fitted concentration of half-maximal effect.

SMILES	TexasRed fluor	L3MBTL1 block	ALDH1A1 inh	Tau fibril FP	TRb-SRC2 inh	Tau ThT inhib	Tau fluor counter	GLA spleen mod
CCN(CC)C(=O)C1CCCN(Cc2nc(-c3cccs3)no2)C1 (stereo unspecified)	-3.0%	5.3%	7.7%	4.1%	-4.4%	6.5%	6.7%	-3.4%
O=C(N=C1SCC(=O)N1c1ccccc1)c1ccco1	7.8%	.	-6.3%	0.3%	2.2%	-11.2%	-4.7%	-4.4%
COc1ccccc1N/C(N)=N/c1nc(CSc2nc3ccccc3s2)cc(=O)[nH]1	-1.9%	1.4%	6.2%	-4.8%	1.7%	-10.9%	-14.6%	6.8%
Cc1[nH]c2ccccc2c1N=Nc1cc(C(=O)O)cc(C(=O)O)c1	-2.6%	?	-9.2%	-0.4%	-12.3%	?	-7.8%	0.5%
Cc1noc(C)c1S(=O)(=O)N1CCC(C(=O)NCCc2ccc(S(N)(=O)=O)cc2)CC1	-9.7%	.	-8.1%	-15.1%	-0.4%	-12.5%	-12.1%	7.6%
CCOC(=O)C1=C(C)N=c2s/c(=C\c3ccc(OC(C)=O)c(OCC)c3)c(=O)n2C1/C=C/c1ccccc1 (stereo unspecified)	0.1%	-3.2%	-7.3%	0.0%	-1.6%	?	-16.9%	-0.1%
O=C(CSc1nccc(=O)[nH]1)NC1CCCc2ccccc21 (stereo unspecified)	-1.1%	7.8%	.	1.6%	1.7%	-3.2%	-7.4%	12.2%
CO[C@H]1COC(=O)[C@@H](C)COC(=O)[C@@H](COCc2ccccc2)NC(=O)C/C=C\[C@H]1C	0.5%[11.2 µM]	.	5.2%[13.5 µM]	4.0%[11.6 µM]	0.2%[11.2 µM]	-10.0%[11.5 µM]	-7.0%[11.6 µM]	-4.6%[17.5 µM]
Nc1nnc(SCCN2C(=O)c3ccccc3S2(=O)=O)s1	-0.3%	0.8%	?	-8.1%	0.6%	2.9%	3.7%	-4.6%
COc1ccccc1NC(=O)CCN1CCCCC1	-4.3%	.	.	-6.2%	2.1%	8.0%	2.5%	.
Cc1cc(=O)n2[nH]c(C(=O)O)nc2n1	0.6%	-2.0%	-8.7%	0.2%	-10.3%	-9.6%	-9.7%	-17.6%
COc1ccc(C2CC(=O)C3=C(C2)Nc2ccccc2N(C(=O)CCC(=O)O)C3c2ccc(F)cc2)cc1 (stereo unspecified)	-4.9%	12.3%	.	3.6%	-2.3%	0.5%	8.8%	8.9%
Cn1nccc1C(=O)Nc1ccccc1C(=O)O	-0.4%	9.7%	-2.1%	-4.7%	-5.5%	-2.2%	1.6%	-0.6%
Cc1ccccc1-n1c(O)cc(=O)[nH]c1=S	-5.0%	-3.8%	-5.4%	-2.6%	4.2%	-16.0%	7.9%	-16.7%
CC1=NOC(=O)/C1=C/c1ccc2c(c1)OCO2	-1.1%	10.8%	?	0.6%	-4.7%	?	-8.6%	0.4%
COCCNC(=O)CSC1=N/C(=C/c2ccc(Cl)c(Cl)c2)C(=O)N1c1ccccc1F	-2.7%	20.1%	?	-7.3%	-15.2%	?	-27.7%	?
CC(=O)Nc1ccc2cc3ccc(NC(C)=O)cc3nc2c1	-11.1%	14.1%	.	0.0%	-3.8%	7.94µM*	?	?
Brc1ccccc1OCCCn1cnc2ccccc21	1.8%	.	2.3%	-1.3%	3.2%	?	-19.1%	-6.4%
O=P(c1ccc2c(c1)OCCO2)(N1CCOCC1)N1CCOCC1	-3.3%	-1.3%	3.7%	-1.0%	-6.5%	-3.3%	0.7%	-1.6%
COc1ccc(OC)c(CCNc2nccn(-c3ccc(C)c(C)c3)c2=O)c1	-0.2%	.	.	3.5%	1.0%	?	-18.0%	.
O=C1Nc2c(c(=O)[nH]c(=O)n2Cc2ccccc2)C1(NS(=O)(=O)c1ccccc1)C(F)(F)F (stereo unspecified)	-6.7%	2.6%	?	6.1%	-3.6%	-5.4%	7.3%	6.4%
Cn1nnnc1SCCCNCc1cc(Cl)ccc1OCc1ccccc1F	3.0%	.	.	-7.2%	-0.6%	1.0%	-7.5%	.
O=C(CSC1=Nc2ccccc2N=C(c2ccc(F)cc2)C1)NCc1ccc(F)cc1	-0.7%	.	.	-11.5%	-1.0%	0.2%	-12.5%	.
O=S(=O)(Nc1ncccn1)c1ccc(Nc2ncnc3ccccc23)cc1	-3.0%	-7.2%	6.0%	6.6%	-16.3%	-4.7%	-1.9%	-4.4%
CC(Nc1ccccc1)c1ccncc1 (stereo unspecified)	-1.9%	1.8%	0.4%	1.2%	10.3%	2.7%	8.8%	-3.1%
CS(C)(=O)=NS(=O)(=O)c1ccc(Cl)cc1	-1.5%	4.9%	10.2%	6.6%	-9.9%	-7.2%	-2.1%	-4.6%
CC(=O)COc1ccc2c(-c3ccccc3)cc(=O)oc2c1	-0.2%	-6.1%	6.31µM*	-6.2%	-5.6%	-4.3%	-1.8%	10.3%
Cc1ccc(S(=O)(=O)N(CC(=O)N/N=C/c2cccc3c2OCCO3)c2ccccc2F)cc1	0.1%	.	?	-2.9%	-1.8%	-6.1%	?	1.0%
COc1ccc([C@H](C)NC[C@H](O)c2ccc(O)c(NC=O)c2)cc1	1.1%	16.3%	-8.3%	-4.7%	1.4%	-2.6%	-4.5%	0.2%
NS(=O)(=O)c1ccc(CCNC(=O)c2ccc3nc(Cc4ccccc4)oc3c2)cc1	3.3%	.	.	-3.7%	7.1%	?	-14.5%	.
CCNC(=O)COc1cccc2ccccc12	3.2%	.	-0.9%	5.0%	-2.9%	-11.9%	-5.0%	2.0%
CC(=O)n1nc(-c2ccc(C)cc2)nc1NCc1ccc(F)cc1	0.8%	22.5%	8.8%	-5.0%	-6.8%	-5.8%	-18.7%	-2.1%
CC1CCc2c(C(=O)Nc3nccs3)csc2C1 (stereo unspecified)	-2.0%	-2.6%	1.7%	1.9%	-18.9%	-5.9%	-15.0%	-0.9%
Cc1ccc(C)c(NC(=O)CSc2nnc(-c3ccccc3C)o2)c1	-2.9%	-0.7%	-2.9%	-2.2%	0.8%	-8.3%	-10.2%	1.6%
CC(C)NC(=O)NC(=O)COC(=O)c1cccc(S(=O)(=O)N2CCCCC2)c1	-2.1%	-8.3%	8.0%	9.3%	-11.3%	-3.0%	-12.7%	0.9%
OCCC1CN(Cc2cccn2-c2nccs2)CCN1CCc1ccccc1 (stereo unspecified)	0.1%	-12.2%	11.6%	1.6%	2.8%	-7.2%	-6.7%	4.7%
CC(C)(C)c1ccc(-c2nc3cc(NC(=O)c4cccc(Br)c4)ccc3o2)cc1	0.3%	.	.	?	-7.0%	6.4%	-20.8%	.
NS(=O)(=O)c1ccc(N=Nc2ccc(=O)[nH]c2O)cc1	-4.0%	?	-16.4%	-22.1%	4.9%	15.8µM*	-16.1%	-4.7%
Cc1ccc(C(=O)OCC(=O)NCc2cccs2)c(C)c1	1.1%	4.0%	8.3%	5.9%	6.6%	-1.8%	1.4%	-0.1%
CCOC(=O)c1cccc(NC(=O)CN(c2ccc(OC)cc2)S(=O)(=O)c2c(C)noc2C)c1	-1.0%	-2.5%	2.5%	?	-5.9%	-9.1%	?	-2.2%
Cc1cc(C)c(NC(=O)c2ccc(S(=O)(=O)N3CCOCC3)cc2)c(C)c1	-3.5%	5.4%	3.9%	0.5%	0.5%	15.1%	4.7%	9.4%
CCOc1ccc(NC(=O)CSc2nccn2C)cc1	0.4%	1.9%	4.3%	0.7%	2.7%	-5.8%	-0.3%	-2.7%
COC(=O)COc1ccc(C)cc1-n1nc2ccccc2n1	-1.4%[53 µM]	15.7%	0.1%	-8.1%	-0.9%[53 µM]	4.9%	0.7%	-6.5%
COc1ccccc1-c1cc(C(F)(F)F)nc(N2CCCCC2)n1	-1.3%	.	?	-6.8%	-6.7%	-19.4%	-14.6%	2.2%
CN1CCN(CCCNC(=O)c2cnn(-c3ccc(F)cc3)c2-n2cccc2)CC1	0.2%	.	.	6.7%	-9.2%	3.7%	3.1%	.
CCc1ccc(OCC(=O)Nc2ccc(N3CCN(S(C)(=O)=O)CC3)cc2)cc1	-0.5%	5.0%	-1.5%	-2.2%	8.7%	-17.7%	-14.3%	10.1%
CCc1cccc(NC(=O)Nc2ccc3c(c2)N(C)C(=O)c2ccccc2S3)c1	-0.7%	.	.	1.5%	-0.3%	-7.2%	-9.3%	.
O=C1C(Cc2cccc([N+](=O)[O-])c2)SC(=Nc2ccccc2)N1c1ccccc1 (stereo unspecified)	0.1%	-9.4%	-10.4%	1.4%	-1.2%	-5.8%	-17.4%	-0.9%

Record cards (already shown):
Record of O=C1C(Cc2cccc([N+](=O)[O-])c2)SC(=Nc2ccccc2)N1c1ccccc1 (stereo unspecified) → TexasRed fluor: 0.1%; L3MBTL1 block: -9.4%; ALDH1A1 inh: -10.4%; Tau fibril FP: 1.4%; TRb-SRC2 inh: -1.2%; Tau ThT inhib: -5.8%; Tau fluor counter: -17.4%; GLA spleen mod: -0.9%
Record of CCc1cccc(NC(=O)Nc2ccc3c(c2)N(C)C(=O)c2ccccc2S3)c1 → TexasRed fluor: -0.7%; L3MBTL1 block: .; ALDH1A1 inh: .; Tau fibril FP: 1.5%; TRb-SRC2 inh: -0.3%; Tau ThT inhib: -7.2%; Tau fluor counter: -9.3%; GLA spleen mod: .

Five compounds from above, ordered by heavy-atom count, smallest number first:
SMILES	TexasRed fluor	L3MBTL1 block	ALDH1A1 inh	Tau fibril FP	TRb-SRC2 inh	Tau ThT inhib	Tau fluor counter	GLA spleen mod
CCNC(=O)COc1cccc2ccccc12	3.2%	.	-0.9%	5.0%	-2.9%	-11.9%	-5.0%	2.0%
CC1CCc2c(C(=O)Nc3nccs3)csc2C1 (stereo unspecified)	-2.0%	-2.6%	1.7%	1.9%	-18.9%	-5.9%	-15.0%	-0.9%
COc1ccccc1-c1cc(C(F)(F)F)nc(N2CCCCC2)n1	-1.3%	.	?	-6.8%	-6.7%	-19.4%	-14.6%	2.2%
Cc1ccc(C)c(NC(=O)CSc2nnc(-c3ccccc3C)o2)c1	-2.9%	-0.7%	-2.9%	-2.2%	0.8%	-8.3%	-10.2%	1.6%
CC(C)NC(=O)NC(=O)COC(=O)c1cccc(S(=O)(=O)N2CCCCC2)c1	-2.1%	-8.3%	8.0%	9.3%	-11.3%	-3.0%	-12.7%	0.9%

From PubChem

Rows were taken by chance; about 8.5% have a hit in one of these screens.
